# 12-LOX inh: inhibitors of human 12S-lipoxygenase ALOX12 | purified 12hLO, xylenol orange hydroperoxide absorbance | Potency, µM (series often up to 108 µM), for inactives: at the highest dose activity change, negative = inhibition, most hits filed as inhibitors | actives 1.1% (n = 580,000); also: % is scaled to controls: 0 for no effect and ±100 for the full control effect
#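 Hydroperoxide product was detected by ferrous iron/xylenol orange as the 573 to 405 nm absorbance ratio. Arachidonic acid at 40 uM (final) was turned over for 30 min at room temperature by 150 nM human 12hLO, pH 7.0 Hepes buffer, after 15 min compound preincubation.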
# RGS4 inh: human RGS4 inhibition; Potency, µM (titrated, usually from 114 µM), inactives show top-dose activity change, negative = inhibition, actives largely listed as inhibitors; AID 504845; P49798; actives 0.039% (n = 390,000); Transcreener GDP fluorescence polarization, RGS4-accelerated GTP hydrolysis; also: % is scaled to controls: 0 for no effect and ±100 for the full control effect; nearly all actives have a fitted effect of over 75% in size; some results filed as inactive show a strong effect at the top dose
# Target sequence (P49798 whole entry, looked up): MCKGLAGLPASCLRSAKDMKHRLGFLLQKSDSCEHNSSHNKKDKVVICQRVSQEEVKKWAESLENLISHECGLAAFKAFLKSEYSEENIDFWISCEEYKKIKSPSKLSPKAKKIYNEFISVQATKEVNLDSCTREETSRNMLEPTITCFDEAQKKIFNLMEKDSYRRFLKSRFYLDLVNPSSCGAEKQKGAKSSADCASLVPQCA
#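 MLSMR compounds (23 nl, pin-transferred) preincubated 10 min at room temperature with a 500nM (2x) first reagent, then RGS4 at 900nM (2x) plus Transcreener GDP mix added; fluorescence polarization (620/688 nm) read before and after 90 min at 30 °C.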
# TrxR1 inh: inhibitors of rat thioredoxin reductase 1; Potency, µM (highest dose often 114 µM), for inactives: at the highest dose activity change, negative = inhibition, hits mostly inhibitors; recombinant rTrxR1, NADPH fluorescence consumption, selenite substrate; AID 588453; O89049; actives 1% (n = 390,000); also: % is scaled to controls: 0 for no effect and ±100 for the full control effect; nearly all actives have a fitted effect of over 65% in size
# Target sequence (O89049 whole entry, looked up): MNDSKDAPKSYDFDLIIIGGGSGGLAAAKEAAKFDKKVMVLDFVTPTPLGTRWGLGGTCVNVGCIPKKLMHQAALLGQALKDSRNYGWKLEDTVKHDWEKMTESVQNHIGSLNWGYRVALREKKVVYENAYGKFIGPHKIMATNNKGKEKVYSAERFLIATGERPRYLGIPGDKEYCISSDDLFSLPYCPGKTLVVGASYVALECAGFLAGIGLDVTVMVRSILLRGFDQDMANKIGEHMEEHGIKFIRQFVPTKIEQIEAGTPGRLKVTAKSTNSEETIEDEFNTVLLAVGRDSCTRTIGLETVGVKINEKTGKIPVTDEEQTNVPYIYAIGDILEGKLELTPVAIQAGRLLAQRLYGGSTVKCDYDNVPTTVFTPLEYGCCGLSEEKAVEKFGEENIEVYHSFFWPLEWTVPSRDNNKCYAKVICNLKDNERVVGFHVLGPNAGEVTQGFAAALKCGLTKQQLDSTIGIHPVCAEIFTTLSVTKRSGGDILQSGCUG
#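 Rat TrxR1 (90 nM in the dispensed reagent) was pre-reduced with 400 uM NADPH for 5 min at room temperature, then incubated with compound for 15 min. After 400 uM selenite was added, NADPH fluorescence (Ex 340/Em 450 nm) was followed for 8 min.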
# mIDH1 inhibitor: inhibitors of human mutant IDH1 R132H | Potency, µM (top dose mostly 76.6 µM), for the others: at the top dose activity change, negative = inhibition, most hits filed as inhibitors | actives 0.093% (n = 390,000) | IDH1-R132H enzyme, NADPH consumption, diaphorase/resazurin fluorescence; also: % is scaled to controls: 0 for no effect and ±100 for the full control effect; nearly all actives have a fitted effect of over 65% in size
#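 IDH1-R132H (0.5 ug/mL dispensed) in pH 7.5 Tris buffer was preincubated 30 min with compound, then given a substrate mix of 0.016 mM NADPH and 2 mM alpha-KG for 80 min at room temperature; remaining NADPH was read by diaphorase/resazurin fluorescence.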
# Vif-A3F inh: inhibitors of Vif-A3F interaction | actives 0.2% (n = 390,000) | Potency, µM (doses to about 46.1 µM), without a hit: top-dose activity, negative = active | HeLa A3F-eYFP + Vif (tagged APOBEC3F with the HIV-1 protein that degrades it), YFP fluorescence increase; also: % of control where 0% means no effect; nearly all actives have a fitted effect of over 65% in size
#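 HeLa cells stably expressing A3F-eYFP plus Vif, plated and incubated overnight at 37 deg C, then exposed to compounds overnight at 37 deg C. Blocked degradation read as raised yellow fluorescence (Ex 488/Em 500-530).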
# Vif-A3G inh: Vif-A3G binding inhibition; Q9HC16; HeLa A3G-eYFP + Vif (tagged APOBEC3G with the HIV-1 protein that degrades it), YFP fluorescence, overnight; Potency, µM (doses to about 46.1 µM), without a hit: at the top dose activity, negative = active, most hits filed as inhibitors; actives 0.076% (n = 410,000);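 also: % is scaled to controls: 0 for no effect and ±100 for the full control effect; nearly all actives have a fitted effect of over 60% in size; hits raise eYFP signal because A3G escapes Vif-driven loss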
# Target sequence (Q9HC16 whole entry, looked up): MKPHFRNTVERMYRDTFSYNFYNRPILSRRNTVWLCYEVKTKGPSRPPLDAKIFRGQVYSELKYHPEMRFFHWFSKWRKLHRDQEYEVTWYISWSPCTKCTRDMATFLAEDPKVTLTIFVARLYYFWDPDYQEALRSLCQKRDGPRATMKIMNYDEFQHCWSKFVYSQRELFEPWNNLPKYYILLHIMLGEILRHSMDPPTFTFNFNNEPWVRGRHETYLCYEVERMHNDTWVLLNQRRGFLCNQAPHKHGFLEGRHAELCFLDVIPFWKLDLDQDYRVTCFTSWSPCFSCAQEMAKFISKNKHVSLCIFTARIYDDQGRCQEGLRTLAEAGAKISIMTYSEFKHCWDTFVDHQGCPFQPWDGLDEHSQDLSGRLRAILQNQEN
#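 Read-out is eYFP fluorescence (Ex 488/Em 500-530) from Vif-expressing HeLa A3G-eYFP cells; more signal means A3G escaped Vif-mediated degradation. Cells plated overnight, compound pinned in, incubated overnight at 37 deg C.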
# TrxR1 substrate: rat thioredoxin reductase 1 substrate activity; actives 0.01% (n = 390,000); AID 588456; purified TrxR1 substrate turnover, NADPH consumption readout; O89049; Potency, µM (doses to about 114 µM), without a hit: at the top dose activity change, negative = substrate turnover; also: % is scaled to controls: 0 for no effect and ±100 for the full control effect; nearly all actives have a fitted effect of over 50% in size
#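 Rat TrxR1, dispensed at 90 nM, was prereduced with 400 uM NADPH (final) for 5 min at ~22 deg C, then incubated with compound 15 min before 400 uM selenite. A first-read NADPH fluorescence drop versus no-compound background flagged substrates.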
# RXFP1 ag: activates the human relaxin receptor RXFP1. AID 2676. HEK293T-RXFP1 cAMP TR-FRET, 30 min; response scale: percent of porcine relaxin response, buffer zero. Potency, µM (titrated, usually from 57.5 µM), for inactives: at the top dose activation, hits mostly activators. actives 0.3% (n = 370,000); also: % is scaled to controls: 0 for no effect and ±100 for the full control effect; nearly all actives have a fitted effect of over 60% in size; many of its hits are not listed in these tables
#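 HEK293 cells stably expressing RXFP1, treated 30 min at 37C with compounds plus PDE4 inhibitor Ro 20174; cAMP measured by HTRF TR-FRET. Normalized to buffer and 29 nM porcine relaxin; EC50 by Hill fit.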
# USP1-UAF1 inh: USP1/UAF1 (human) deubiquitinase inhibition | actives 0.23% (n = 390,000) | O94782 | Potency, µM (top dose mostly 57.1 µM), without a hit: top-dose activity change, negative = inhibition, most hits filed as inhibitors | recombinant USP1/UAF1, Ub-Rhodamine cleavage fluorescence; also: % is scaled to controls: 0 for no effect and ±100 for the full control effect; nearly all actives have a fitted effect of over 60% in size; inactives centre near -12
#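 USP1/UAF1 complex at 1 nM was preincubated with compound for 15 min at room temperature, then Ub-Rho substrate (150nM final) was added. Fluorescence (480/540 nm) was read kinetically, 6 reads every 60 seconds.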
# * marks the source's active call; other numbers are inactive results; ? = inconclusive; . = not tested or not shown; [ ] = dose if it differs, or a comment. Calls follow the shape of the dose curve; as a rule, active = well fitted curve in the direction sought with a large enough effect; inconclusive = small, poorly fitted or top-dose-only effect, or another doubt; inactive = no such curve, though single readings can be large; an effect the other way counts as inactive or inconclusive. Potency is read from the fitted curve at half-maximal effect. An excerpt; the hit share may differ from the screen's.
entry	mol	TrxR1 substrate	RXFP1 ag	USP1-UAF1 inh	12-LOX inh	TrxR1 inh	RGS4 inh	Vif-A3G inh	Vif-A3F inh	mIDH1 inhibitor
1	NC(=O)c1nc(C(=O)N2CCN(c3ccccc3)CC2)c2ccccc2n1	1.2%	-1.9%	-14.3%	-19.5%	8.9%	22.1%	-0.5%	-5.2%	-0.7%
2	Cc1ccc(NC(=O)NCC(c2ccccc2)N(C)C)cc1 (configuration not stated)	-7.5%	4.0%	-18.9%	-0.5%	-1.0%	-1.1%	0.4%	-3.9%	-1.9%
3	Cc1cc(C)nc(NC(=NCCc2c[nH]c3ccccc23)NC(=O)Nc2cccc([N+](=O)[O-])c2)n1	-0.3%	-0.6%	-1.6%	-12.0%	3.2%	-39.4%	-1.0%	-0.4%	3.0%
4	Cc1cccc(N2C(=O)N(CC(=O)C(C)(C)C)c3ccccc3S2(=O)=O)c1C	-0.6%[57.1 µM]	-0.7%	-20.4%	-15.8%	12.9%[57.1 µM]	-15.5%	-2.3%	6.5%	2.8%
5	COc1ccc(S(=O)(=O)N2CCOCC2)cc1NC(=O)COc1ccc(C(C)=O)cc1OC	2.3%	8.7%	-7.9%	?	10.9%	-26.8%	0.2%	-14.7%	-0.1%
6	COc1ccccc1NC(=O)CSc1nnc(-c2ccccc2C)o1	-4.2%	-0.2%	-1.7%	-8.6%	22.6%	-3.7%	.	.	.
7	CC(C)C(NC(=O)CCNC(=O)c1ccccc1Cl)c1nc2ccccc2[nH]1 (configuration not stated)	3.9%	-0.1%	-18.3%	27.7%	17.5%	-8.7%	0.5%	-0.6%	9.0%
8	Cc1ccc(S(=O)(=O)N(C)C)cc1NC(=S)NCc1ccco1	-1.6%	2.3%	-15.4%	-10.1%	10.8%[57.1 µM]	-19.8%	-0.2%	-17.4%	3.8%
9	CCC(C)NC(=O)CS(=O)Cc1nc(-c2cccc(C)c2)oc1C (configuration not stated)	2.6%[57.1 µM]	-0.7%	-2.1%	6.6%	?	-29.2%	1.3%	-2.2%	-3.7%
10	O=C(Cc1ccccc1)NNC(=O)Cc1ccccc1	5.5%	1.9%	7.9%	0.6%	22.3%[57.1 µM]	-4.0%	-6.7%	10.3%	22.6%
11	O=C(Nc1ccc(C(F)(F)F)cc1)C(Cc1ccccc1)n1cccc1 (configuration not stated)	-2.5%	-0.2%	-13.1%	-23.2%	13.0%	-7.2%	-7.4%	.	.
12	Cc1ccc(S(=O)(=O)N(C)c2ccc(OCC(=O)Nc3nc4ccccc4s3)cc2)cc1	0.5%	-0.3%	-5.3%	-28.4%	13.9%	-1.9%	-0.3%	-6.2%	-3.2%
13	c1ccc(C(c2ccccc2)N2CCN(c3ccc4ccccc4n3)CC2)cc1	14.2%[57.1 µM]	-0.7%	-20.8%	0.0%	22.5%[57.1 µM]	4.6%	0.5%	-0.4%	2.4%
14	COc1ccc(/C=C2\SC(=O)N(CCNC(=O)C3CSC4(C)CCC(=O)N34)C2=O)cc1 (configuration not stated)	-11.3%	-0.1%	-16.4%	-26.8%	-6.5%	-3.8%	-0.4%	-1.9%	16.4%
15	Cc1nn(C(C)C)c(C)c1CN1CCCC(CCC(=O)NCc2ccccc2F)C1 (configuration not stated)	1.8%[57.1 µM]	0.6%	-14.4%	-2.8%	7.5%[57.1 µM]	-41.4%	0.0%	1.8%	0.5%
16	COCCCNC(=O)CSc1nc2ccccc2c(=O)n1Cc1ccc2c(c1)OCO2	6.4%	-0.2%	-15.1%	0.0%	0.4%[57.1 µM]	-8.8%	-4.2%	6.4%	6.5%
17	C1CCC(Nc2nnnn2C2CCCCC2)CC1	-1.7%[57.1 µM]	-0.8%	-12.1%	0.0%	8.5%[57.1 µM]	19.9%	-5.4%	5.5%	9.1%
18	Cc1ccc(-c2nc3ccccc3n2C)o1	40.4%[activator]	2.5%	-0.9%	-7.0%	22.4µM*	-43.4%	-6.0%	-1.3%	6.6%
19	CC(=O)c1sc(NC(=O)C(C)Oc2ccc3c(C)cc(=O)oc3c2)nc1C (configuration not stated)	-4.0%	12.2%	-18.1%	?	-18.1%	-16.1%	-6.6%	-15.1%	-3.1%
20	CCCC(=O)Nc1nnc(S(=O)(=O)N(C)Cc2ccc(Cl)cc2)s1	5.6%	4.0%	-27.2%	-20.1%	27.0%	17.1%	1.5%	-4.7%	-3.3%
21	COc1cccc2c1cc1c(=O)n(CC(=O)N3CCCC3)nc(C)n12	203.3%[activator]	.	-12.6%	-2.5%	25.2%	-17.3%	4.3%	-23.5%	6.4%
22	CCOc1ccc(CC2c3cc(OCC)c(OCC)cc3CCN2C(=O)c2cc(OC)c(OC)c(OC)c2)cc1OCC (configuration not stated)	2.6%	7.6%	-15.2%	-22.1%	0.9%	-16.0%	0.2%	0.8%	-4.6%
23	CCOC(=O)N1CCC(NC(=O)C2CCCN(C(=O)N3CCOc4ccccc43)C2)CC1 (configuration not stated)	4.6%	-1.1%	-1.2%	-13.0%	14.0%	-24.0%	-0.9%	-1.2%	-0.5%
24	O=S(=O)(c1ccc(Br)s1)N1CCc2ccccc2C1	10.0%	4.0%	-19.5%	-6.2%	14.0%	5.2%	-0.3%	3.4%	1.0%
25	COc1cccc(N=Nc2c(=O)[nH]n3c(=O)cc(C)[nH]c23)c1	?	-1.6%	-17.1%	221.0%[activator]	-25.1%	-6.1%	-1.1%	-10.1%	2.7%
26	Cc1ccc(N2C(=O)C(Cl)=C(N3CCCCCC3)C2=O)cc1	-13.7%	-1.8%	-2.4%	?	-20.3%	9.8%	0.7%	-0.9%	1.9%
27	CSCCC(NC(=O)c1ccco1)C(=O)NC1CCC(C)CC1 (configuration not stated)	-0.5%	.	-9.5%	-2.5%	13.8%	4.6%	-3.0%	6.2%	-4.2%
28	CC(C)N(C(C)C)S(=O)(=O)c1ccc(NC(=O)c2cnccn2)cc1	2.7%	0.2%	-21.3%	12.0%	14.8%	17.3%	-7.7%	-0.7%	2.4%
29	Cc1ccc(S(=O)(=O)N(CC(O)CN2CCCC2)c2ccccc2)cc1 (configuration not stated)	-6.7%	0.7%	-22.3%	-5.9%	-0.5%	1.6%	-1.0%	0.3%	-0.4%
30	Cc1cc(N)n(Cc2ccc(Cl)cc2)n1	-7.6%	0.4%	-9.1%	-18.2%	51.6%[activator]	3.2%	3.2%	-0.1%	-2.0%
31	c1ccc(Nc2nn[nH]n2)cc1	5.2%	-0.4%	-0.7%	-14.1%	1.3%	-4.1%	-4.0%	-7.9%	2.4%
32	CCOC(=O)COc1ccc(C(c2c(C)[nH][nH]c2=O)c2c(C)[nH][nH]c2=O)cc1	0.6%	1.4%	-21.1%	-1.5%	10.8%	?	0.7%	-3.1%	2.6%
33	Cc1ccccc1-c1nc2scc(CCNC(=O)c3ccco3)n2n1	-7.4%[57.1 µM]	-1.2%	1.6%	-26.1%	-4.3%[57.1 µM]	19.2%	-1.4%	3.6%	-12.2%
34	NC(=O)C1CCN(C(=O)/C=C/c2ccco2)CC1	-23.9%	-0.2%	-1.0%	0.9%	?	-3.5%	0.9%	-18.8%	-3.2%
35	CC(OC(=O)CCCN=C1NS(=O)(=O)c2ccccc21)C(=O)N(C)c1ccccc1 (configuration not stated)	-3.4%	-1.7%	0.5%	-6.4%	6.0%	-5.0%	1.6%	3.2%	-1.4%
36	CCOP(=O)(OCC)/C(C#N)=C/c1cc(OC)ccc1OC	-3.5%[57.1 µM]	3.2%	-14.5%	-20.7%	-3.9%[2.29 µM]	4.8%	-18.0%	-9.0%	-11.5%
37	Cc1ccc2c(c1)C(C)(c1ccccc1)CC(C)(C)N2C(=O)c1ccc(F)cc1 (configuration not stated)	-2.7%	-0.9%	-22.9%	-10.4%	15.9%	-3.6%	2.4%	-0.2%	0.5%
38	CC1(CCc2ccccc2)NC(=S)N(c2ccc(Cl)cc2)N1 (configuration not stated)	-11.1%	-1.1%	-6.8%	?	-11.2%	?	-19.3%	-10.8%	3.8%
39	COc1cccc(C2=CC(c3ccc(OC)c(OC)c3)NC(=S)N2)c1 (configuration not stated)	-1.4%	-0.2%	0.4%	?	-13.1%	-15.9%	-0.7%	-7.6%	-0.7%
40	CCOc1ccc(CN2CCNC(=O)C2CC(=O)NCc2csc(C(C)C)n2)cc1 (configuration not stated)	2.3%	-1.2%	-12.5%	6.3%	-14.6%	22.6%	1.4%	0.6%	0.5%
41	CCn1c(C)c(C)c2cc(C(=O)NCC(C)c3ccccc3)ccc21 (configuration not stated)	0.7%[57.1 µM]	2.0%	-12.2%	-5.2%	10.8%[57.1 µM]	-32.2%	6.9%	-5.1%	0.0%

# Gathered by group, the compounds so far containing an aryl thioether with sulfur outside any ring.
entry	mol	TrxR1 substrate	RXFP1 ag	USP1-UAF1 inh	12-LOX inh	TrxR1 inh	RGS4 inh	Vif-A3G inh	Vif-A3F inh	mIDH1 inhibitor
6	COc1ccccc1NC(=O)CSc1nnc(-c2ccccc2C)o1	-4.2%	-0.2%	-1.7%	-8.6%	22.6%	-3.7%	.	.	.
16	COCCCNC(=O)CSc1nc2ccccc2c(=O)n1Cc1ccc2c(c1)OCO2	6.4%	-0.2%	-15.1%	0.0%	0.4%[57.1 µM]	-8.8%	-4.2%	6.4%	6.5%

# Source: PubChem BioAssay
